OX1R antagonist: antagonists of human orexin 1 receptor | inhibition, % at 5 µM | 330,000 compounds, 0.43% hits | O43613 | CHO/OX1R cells, Fluo-8 calcium fluorescence, orexin A;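 active means inhibition above its plate's threshold, mean inhibition of all tested compounds on the plate plus 3 SD, cut at about 37% in these data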;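 further: 0% = orexin A challenge wells and 100% = SB-334867-A antagonist wells; not every result past the cut was called active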
Target sequence (O43613 whole entry, looked up): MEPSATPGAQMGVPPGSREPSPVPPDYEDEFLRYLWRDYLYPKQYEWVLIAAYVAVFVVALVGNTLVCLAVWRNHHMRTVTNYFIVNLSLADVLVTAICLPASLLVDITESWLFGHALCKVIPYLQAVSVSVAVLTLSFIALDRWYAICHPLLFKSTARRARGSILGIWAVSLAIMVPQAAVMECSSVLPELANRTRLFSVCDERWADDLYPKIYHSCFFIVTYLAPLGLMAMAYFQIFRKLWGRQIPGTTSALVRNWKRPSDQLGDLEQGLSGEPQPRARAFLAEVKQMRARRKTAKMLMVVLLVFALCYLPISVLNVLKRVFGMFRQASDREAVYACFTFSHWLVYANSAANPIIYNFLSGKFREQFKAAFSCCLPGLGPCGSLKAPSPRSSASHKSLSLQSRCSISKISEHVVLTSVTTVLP
CHT PAM: allosteric activators of human choline transporter CHT | Q9GZV3 | CHT-expressing cells, membrane potential dye, choline EC20; stronger effect = higher value; LV-AA mutant CHT in HEK293 cells | B-score at 10 µM | 310,000 compounds, 0.49% hits;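 active means initial fluorescence not abnormally high and integrated response B-score, plate-corrected, over 3 SD above library mean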
Target sequence (Q9GZV3 whole entry, looked up): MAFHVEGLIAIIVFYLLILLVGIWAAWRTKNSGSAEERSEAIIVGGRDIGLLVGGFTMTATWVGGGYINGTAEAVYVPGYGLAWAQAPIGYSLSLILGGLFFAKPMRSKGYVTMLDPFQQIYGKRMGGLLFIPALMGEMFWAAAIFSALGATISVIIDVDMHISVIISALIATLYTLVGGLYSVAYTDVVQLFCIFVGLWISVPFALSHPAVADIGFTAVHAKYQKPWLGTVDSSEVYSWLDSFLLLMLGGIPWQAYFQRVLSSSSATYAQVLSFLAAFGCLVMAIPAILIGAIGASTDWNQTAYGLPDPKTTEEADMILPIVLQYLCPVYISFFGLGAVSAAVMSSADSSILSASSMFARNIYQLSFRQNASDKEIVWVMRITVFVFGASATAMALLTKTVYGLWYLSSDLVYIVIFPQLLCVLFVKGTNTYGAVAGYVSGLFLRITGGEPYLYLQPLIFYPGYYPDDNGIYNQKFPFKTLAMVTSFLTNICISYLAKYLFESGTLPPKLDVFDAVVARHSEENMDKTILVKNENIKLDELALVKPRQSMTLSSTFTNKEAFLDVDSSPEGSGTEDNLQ
Numbers without * were called inactive; i = inactive; / = no result given.

SMILES | OX1R antagonist | CHT PAM
O=C(NNC(=O)c1ccco1)c1csc(N2CCOCC2)n1 | -12.6 | i
Cc1c(Cl)cccc1NC(=O)Nc1ccccc1C(N)=O | -8.7 | i
O=C(NCc1ccco1)c1cnc2n(c1=O)CCS2 | -4.1 | i
COC(=O)CN1C(=O)[C@@H]2[C@H](C1=O)[C@@H]1CC(C(=O)OC)=C[C@@H](C(=O)OC)[C@@H]3C1=C(C(=O)[C@@]3(C)NC(=O)c1ccccc1)[C@@H]2C | -15.6 | i
CCOc1ccc(NC(=O)C2CCCN(S(=O)(=O)c3ccc(-n4cnnn4)cc3)C2)cc1 (centres undefined) | -11.6 | i
CCn1cc(C(=O)O)c(=O)c2cc(Br)ccc21 | -19.6 | i
O=C(CN1CCCC1)N/N=C/c1ccc(-c2cccc(Cl)c2)o1 | -13.8 | i
O=C(CCc1[nH]c2ccccc2c1Sc1ccccc1)N(CCO)CCO | 1.1 | i
Cc1ccsc1C(=O)NNC(=O)Nc1ccc(Cl)c(Cl)c1 | -6.4 | i
NS(=O)(=O)c1cccc(NC(=O)COC(=O)c2cc(-c3ccc(Cl)cc3)nc3ccccc23)c1 | 10.2 | i
O=C(Nc1ccc2nc3n(c(=O)c2c1)CCCCC3)c1ccccc1Cl | -13.6 | i
Cc1cc(C)cc(NC(=O)CSc2nc(=O)n(CCN3CCOCC3)c3c2CCCC3)c1 | -23.0 | i
COc1cccc(-n2c(=O)[nH]cc(C(=O)Nc3ccc4c(c3)OCCO4)c2=O)c1 | -24.3 | i
Cc1cccc(C)c1OCC(=O)Nc1cc(Cl)ccc1-n1cncn1 | -25.5 | i
COc1ccc(-n2c(=O)c3ccccc3n(CC(=O)NCC3CCCO3)c2=O)cc1 (centres undefined) | -13.2 | i
O=S1(=O)CCOC[C@H](CC2CCCCC2)N1Cc1ccc(F)cc1 | -27.9 | i
Clc1ccccc1-c1cc(COc2ccc3ccccc3c2)no1 | -13.1 | i
Cc1nc2ncnn2c(C)c1CCC(=O)Nc1ccc(S(=O)(=O)N2CCCCCC2)cc1 | -13.7 | i
CCCCc1cc(=O)oc2cc(OCC(=O)NC(Cc3c[nH]c4ccc(O)cc34)C(=O)O)ccc12 (centres undefined) | -8.5 | i
CN=C1CC(SC)=C1c1ccc(C)cc1 | -19.4 | i
CC(=O)NC1CC2CCCC(C1)N2C(=O)Nc1ccccc1 (centres undefined) | -19.3 | i
CCCn1cnc2cc(NCc3ccc(Br)cc3)ccc21 | -18.5 | i
CC(C)n1nc(C(=O)Nc2nc3ccccc3[nH]2)c2ccccc2c1=O | -23.1 | i
Nc1nnnn1/N=C/C=C/c1ccccc1 | 0.6 | i
Cc1ccc(O)c(C(=O)/C=C/c2ccc3c(c2)OCCO3)c1 | -25.3 | i
CC(O)CNc1nc(NCc2ccccc2)c2cnn(C)c2n1 (centres undefined) | 15.1 | i
Cc1ccc(C(OCC(O)CN2CCCCC2CO)c2ccccc2)cc1 (centres undefined) | -35.6 | i
O=C(COC(=O)c1cnccn1)Nc1ccc(Cl)cc1C(F)(F)F | -4.6 | i
CCOC(=O)c1cn2ccc(C)cc2n1 | -0.3 | i
CCOc1ccc(N(CC(=O)NCc2ccc(F)cc2)S(=O)(=O)c2c(C)noc2C)cc1 | -19.6 | i
CCC(C)n1c(SCC(=O)Nc2ccc3[nH]c(=O)[nH]c3c2)nc2ccccc2c1=O (centres undefined) | -23.6 | i
CCOc1ccc(N(CC(=O)NC2CCCCC2)C(=O)CCC(=O)Nc2cc(C)ccn2)cc1 | -25.0 | i
CC(C)[C@H](NC(=O)NC1CCCc2ccccc21)C(=O)O (some centres undefined) | -22.7 | i
CCn1c(-c2ccccn2)nc2cc(S(=O)(=O)N(C)C)ccc21 | 1.8 | i
Cc1ccc(C(O)c2nc3ccccc3n2C(C)C)cc1 (centres undefined) | -16.2 | i
CCc1c(-c2ccccc2)nc2sc3c(c2c1N)CCCC3 | -7.8 | i
Cc1ccc(C)c(NC(=O)CCc2ccc(C)o2)c1 | -11.6 | i
CC(=O)NC12CC3CC(C1)CC(C(=O)Oc1ccc(N(C)S(=O)(=O)c4cc(C)ccc4C)cc1)(C3)C2 | 14.4 | i
Cc1ccc(CNS(=O)(=O)c2c(C)[nH]c(C)c2C(=O)N2CCCCC2)o1 | -18.2 | i
O=C1CN(c2ccc(Br)cc2)C(=O)N1CC(=O)N1CCCc2ccccc21 | -19.9 | i
O=C(Nc1ccc(SC(F)F)cc1)C12CCC(CC1)C2 | -10.4 | i
CC(C)CN(C(=O)COC(=O)CCN1C(=O)c2ccccc2C1=O)C1CCS(=O)(=O)C1 (centres undefined) | 7.8 | i
NC(=O)NC(CC(=O)NCCc1ccccn1)c1ccccc1Cl (centres undefined) | -5.8 | i
COc1ccc(Cl)cc1NC(=O)NCC1CCN(C(=O)OC(C)(C)C)CC1 | -2.3 | i
O=C(CSc1nccn1-c1ccc(F)cc1)NCc1ccc(F)cc1 | -20.4 | i
CC1CCC(C(=O)NC(C(=O)N2CCN(c3ccccn3)CC2)C(C)C)CC1 (centres undefined) | -25.0 | i
O=C(CN1C2=NCCCN2c2ccccc21)c1cccc(Br)c1 | -11.7 | i
Cc1cccc(N=C2NC(=O)/C(=C/c3cn(C)c4ccccc34)S2)c1 | -11.8 | i
CSc1ccc(Cl)c(C(=O)Nc2ccc(N3CCOCC3)cc2)c1 | -11.2 | i
O=S(=O)(NCCC(c1ccc(F)cc1)c1ccco1)c1ccccc1 (centres undefined) | -38.3 | i
CC(C)(C)c1ccc(C(=O)NCCC(=O)NCc2ccco2)cc1 | -10.7 | i
CN1CCN(c2nc3nonc3nc2N2CCN(C)CC2)CC1 | -14.5 | i
O=C(Nc1ccc(Cl)c(S(=O)(=O)N2CCCCC2)c1)c1cnccn1 | -27.8 | /
C/C=C/c1ccc(OCCCn2cncn2)c(OC)c1 | -30.4 | i
C[C@@H]1CC[C@@]2(O[C@@H](CCO)C[C@@H](O)[C@@H]2O)O1 | 3.6 | i
c1coc(CNc2ncnc3ccccc23)c1 | 29.4 | i
Cc1ccc(NC(=O)CN2C(=O)NC3(CCCc4ccccc43)C2=O)c([N+](=O)[O-])c1 (centres undefined) | -6.2 | i
CC(C)CCN(C(=S)NC(=O)C1CCCCC1)c1c(N)n(Cc2ccccc2)c(=O)[nH]c1=O | -35.2 | i
COc1cc(NC(=O)c2cccc([N+](=O)[O-])c2)ccc1NC(=O)c1ccco1 | -24.1 | i
CCc1nnc(NC(=O)C2CCCN(C(=O)c3ccc(Cl)cc3)C2)s1 (centres undefined) | -39.8 | /

Complete entries, quoted from the list. Order of values: OX1R antagonist | CHT PAM
Record of COc1ccc(Cl)cc1NC(=O)NCC1CCN(C(=O)OC(C)(C)C)CC1 → -2.3 | i
Record of NC(=O)NC(CC(=O)NCCc1ccccn1)c1ccccc1Cl (centres undefined) → -5.8 | i
Record of CC1CCC(C(=O)NC(C(=O)N2CCN(c3ccccn3)CC2)C(C)C)CC1 (centres undefined) → -25.0 | i
Record of CC(C)(C)c1ccc(C(=O)NCCC(=O)NCc2ccco2)cc1 → -10.7 | i

Single values from the entries so far:
Reading for CC(C)[C@H](NC(=O)NC1CCCc2ccccc21)C(=O)O (some centres undefined) under OX1R antagonist: -22.7
Reading for O=C(Nc1ccc2nc3n(c(=O)c2c1)CCCCC3)c1ccccc1Cl under OX1R antagonist: -13.6

The main list resumes with the 6 entries that preceded the break.
SMILES | OX1R antagonist | CHT PAM
C[C@@H]1CC[C@@]2(O[C@@H](CCO)C[C@@H](O)[C@@H]2O)O1 | 3.6 | i
c1coc(CNc2ncnc3ccccc23)c1 | 29.4 | i
Cc1ccc(NC(=O)CN2C(=O)NC3(CCCc4ccccc43)C2=O)c([N+](=O)[O-])c1 (centres undefined) | -6.2 | i
CC(C)CCN(C(=S)NC(=O)C1CCCCC1)c1c(N)n(Cc2ccccc2)c(=O)[nH]c1=O | -35.2 | i
COc1cc(NC(=O)c2cccc([N+](=O)[O-])c2)ccc1NC(=O)c1ccco1 | -24.1 | i
CCc1nnc(NC(=O)C2CCCN(C(=O)c3ccc(Cl)cc3)C2)s1 (centres undefined) | -39.8 | /
C/C=C/C(=O)Nc1cccc(C2=NOC3(C2)C[C@@H](C(N)=O)N(C(=O)c2cc([N+](=O)[O-])cc([N+](=O)[O-])c2)C3)c1 (some centres undefined) | -9.4 | i
CC(C)OCCCN1C(=O)c2[nH]nc(-c3ccccc3O)c2C1c1cccc(Cl)c1 (centres undefined) | -36.5 | i
CCOc1ccccc1NC(=O)CCC(=O)Nc1nnc(C2CCCCC2)s1 | -28.0 | i
COC(=O)c1ccccc1NC(=O)C(C)c1ccc([N+](=O)[O-])cc1 (centres undefined) | -20.5 | i
CCc1ccc([C@@H]2CC=C(C(=O)O)CN2S(=O)(=O)c2ccc(C)cc2)cc1 | 0.0 | i
O=C(O)c1ccc(NS(=O)(=O)c2cccc3nsnc23)cc1 | -8.7 | i
Cc1ccc(-n2ccc(=O)c(C(=O)Nc3ccc(S(=O)(=O)N4CCOCC4)cc3)n2)cc1 | -6.7 | i
NS(=O)(=O)c1ccc(CNS(=O)(=O)Cc2ccc(Cl)cc2)cc1 | -17.3 | i
CCOC(=O)Cc1csc(SCC(=O)Nc2ccc3[nH]c(=O)[nH]c3c2)n1 | -4.8 | /
COc1ccc(-n2c(SCC(=O)NCC3CCCO3)nc3ccccc32)cc1 (centres undefined) | -23.9 | i
Cc1cc(N2CCN(C)CC2)ccc1NC(=O)c1c2c(nc3ccccc13)CCN(Cc1ccccc1)C2 | -10.2 | i
COc1ccc(NC(=O)c2cc(S(=O)(=O)N3CCCCC3)ccc2N2CCCCC2)cn1 | -3.1 | i
CCOc1ccc(C2/C(=C(\O)c3ccc4c(c3)OCCO4)C(=O)C(=O)N2CCCn2ccnc2)cc1OC (centres undefined) | -2.8 | i
Nc1ccc(C(=O)Nc2cccc(N)c2)cc1 | / | i
O=C(Cn1nc(CNc2ccc(Cl)cc2)[n+]2c1CCCCC2)c1ccccc1 | -8.0 | i
Cc1nn(-c2ccccc2)c(N)c1C1(O)C(=O)N(C)c2ccccc21 (centres undefined) | -15.2 | i
C=CC[C@@H](CC(=O)N(CCO)Cc1ccccc1)C(=O)N[C@@H](COC(=O)[C@@H](CC=C)Cc1ccc(F)cc1)Cc1ccccc1 | 11.9 | /
O=C(C[C@@H]1C/C=C\C[C@H](NC(=O)OCC2c3ccccc3-c3ccccc32)C(=O)OC[C@@H]2CCCN2C1=O)N[C@@H](CO)Cc1ccccc1 | -18.9 | /
CCc1nn(CC(=O)Nc2cc(C)ccc2C)c(=N)s1 | -11.4 | i
COc1ccc(S(=O)(=O)N2CCN(C(=O)c3ccco3)CC2)c(C)c1C | -19.1 | i

3 compounds already listed, ordered by their value in OX1R antagonist, low to high:
Molecule | OX1R antagonist
CCOc1ccccc1NC(=O)CCC(=O)Nc1nnc(C2CCCCC2)s1 | -28.0
NS(=O)(=O)c1ccc(CNS(=O)(=O)Cc2ccc(Cl)cc2)cc1 | -17.3
Cc1ccc(-n2ccc(=O)c(C(=O)Nc3ccc(S(=O)(=O)N4CCOCC4)cc3)n2)cc1 | -6.7

Other structures.
SMILES | OX1R antagonist | CHT PAM
COc1ccc(-c2sc3ccc(N4CCOCC4)cc3c2-c2ccc(OC)c(F)c2)cc1 | -23.8 | i
O=C1CC(CCC(=O)NC2CC2)c2ccccc2N1 (centres undefined) | -12.6 | i
COc1ccc(/C=C2\N=C(C)OC2=O)cc1OC(C)=O | / | i
CCn1cnc2cc(NCc3cccc(OC)c3O)ccc21 | 2.0 | i
CCOC(=O)CSc1ncnc2c1cnn2-c1ccc(Cl)cc1 | -5.5 | i
O=C(O)c1cc(S(=O)(=O)NC23CC4CC(CC(C4)C2)C3)ccc1Cl | -10.3 | i
CC1=Nc2ccc3ccccc3c2C1(C)C | -4.3 | i
CN(C)c1ccc(CNc2ncc(Br)cc2Br)cc1 | -25.6 | i
Cc1ccc2[nH]c(=O)c(CN(Cc3ccc4c(c3)OCO4)Cc3nnnn3Cc3ccco3)cc2c1 | -10.9 | i
Cc1cc(C)nc(NS(=O)(=O)c2ccc(NC(=O)c3ccc(O)cc3O)cc2)n1 | / | i
CCOC(=O)C(=Cc1ccccc1OC)C(=O)OCC | -14.7 | i
COc1ccc(C(C#N)c2cnccn2)cc1OC (centres undefined) | -32.2 | i
CC(=O)N1CCN(c2ccc(N)cc2)CC1 | -21.8 | /
CN(C)C(=S)Nc1ccc2c(c1)OCCO2 | -17.2 | i
CC(/C=N/NC(=O)c1cc(C2CC2)[nH]n1)=C\c1ccccc1 | -20.1 | i
O=C(COC(=O)c1c[nH]c2ccccc12)NC1CCCC1 | 3.1 | /
O=C(NCCNC(=O)c1cnccn1)c1cccc(Cl)c1 | 3.3 | i
Cc1ccc(CNC(=O)C2CCN(c3nc(C)cc(C)n3)CC2)cc1 | -20.9 | i
NS(=O)(=O)c1ccc(CCNC(=O)c2cnc(Cl)c(Cl)c2)cc1 | -22.3 | i
O=C(COc1coc(CN2CCCc3ccccc32)cc1=O)Nc1cccc([N+](=O)[O-])c1 | -18.6 | i
COc1ccc(CNC(=O)c2c(C)oc3c2C(=O)c2ccccc2C3=O)cc1 | 5.2 | i
CCC(=O)NC(c1ccc([N+](=O)[O-])cc1)c1c(O)ccc2ccccc12 (centres undefined) | -9.1 | i
CC(C)(C)OC(=O)N/N=C\C=C\c1ccc2c(c1)OCO2 | -12.8 | i
O=C(CCl)N1CCN2C(=O)c3ccccc3C12c1ccc(Cl)cc1 (centres undefined) | -9.7 | i
C=CCn1c(SCC(=O)Nc2ccc(N(C)C)cc2)nnc1-c1cccc(C)c1 | 8.1 | i
COc1ccc(C(=O)NCCc2c[nH]c3ccccc23)cc1S(=O)(=O)N1CCCCC1C (centres undefined) | -0.8 | /
CSc1ccc(/C=C(\NC(=O)c2ccccc2)C(=O)NN)cc1 | -18.9 | i
CCc1cc(=O)oc2cc(C)c3c(C)coc3c12 | -5.8 | i
CCCSc1nc(O)c(C2OC(=O)c3c2ccc(OC)c3OC)c(=O)n1-c1ccccc1 (centres undefined) | -14.2 | i
O=C(NCc1ccc2[nH]c3c(c2c1)CCCC3)N1CCOCC1 | -10.6 | i
CCn1c(=O)c2cc(C(=O)N(C)c3cc(C)ccc3OC)sc2c2ccccc21 | -14.0 | i

Screening results: PubChem BioAssay, several laboratories
